NIH3T3 tox: kills NIH 3T3 cells. Potency, µM (doses to about 96.7 µM), without a hit: at the highest dose activity change, negative = cytotoxicity, usual class: inhibitors. actives 4.3% (n = 94,000). NIH 3T3 viability, CellTiter-Glo ATP luminescence, 48-72 h; note: potency is the fitted concentration of half-maximal effect; nearly all actives have a fitted effect of over 55% in size
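Cells were seeded at 400 per well, treated with pin-transferred compound, and kept 48 or 72 hr at 37 °C before CellTiter-Glo addition and luminescence imaging of cellular ATP.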
Luciferase inh: Photinus pyralis luciferase inhibition; P08659; purified P. pyralis luciferase, luminescence, biochemical; Potency, µM (highest dose often 115 µM), without a hit: at the top dose activity change, negative = inhibition, usual class: inhibitors; actives 2.5% (n = 76,000); AID 1347043; note: potency is the fitted concentration of half-maximal effect; nearly all actives have a fitted effect of over 65% in size
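Cell-free enzyme assay, 10nM P. pyralis luciferase, luciferin and ATP each at 10uM. Inhibition profiled over a 6-point titration, read as luminescence.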
SNCA expr inh: inhibitors of alpha-synuclein (SNCA) gene expression; actives 0.17% (n = 140,000); HEK-293 SNCA-luciferase knock-in, luminescence, 24 h; Potency, µM (doses to about 57.2 µM), for the others: top-dose activity change, negative = inhibition, usual class: inhibitors;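 note: potency is the fitted concentration of half-maximal effect; plate controls were DMSO cells for no effect and cell-free wells for full effect; nearly all actives have a fitted effect of over 45% in size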
IP6K1 inhibitor: inhibitors of human IP6K1; IP6K1 kinase, ADP-Glo luminescence, 2 h; stronger effect = lower value; activity change, % (series mostly up to about 58 µM); actives 0.81% (n = 140,000); in the data active = activity change below about -25%
Target sequence (Q92551 whole entry, looked up): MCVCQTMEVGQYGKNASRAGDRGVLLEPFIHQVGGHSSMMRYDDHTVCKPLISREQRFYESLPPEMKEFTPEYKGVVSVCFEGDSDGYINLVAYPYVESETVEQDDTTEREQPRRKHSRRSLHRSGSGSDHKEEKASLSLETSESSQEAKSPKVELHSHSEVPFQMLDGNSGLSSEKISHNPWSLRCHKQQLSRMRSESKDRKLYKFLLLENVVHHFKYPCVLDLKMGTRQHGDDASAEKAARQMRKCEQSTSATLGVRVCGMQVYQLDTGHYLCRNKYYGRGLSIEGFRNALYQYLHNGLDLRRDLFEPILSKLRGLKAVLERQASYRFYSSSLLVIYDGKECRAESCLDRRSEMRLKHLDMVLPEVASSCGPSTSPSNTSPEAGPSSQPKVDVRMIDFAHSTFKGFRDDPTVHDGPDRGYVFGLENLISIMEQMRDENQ
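ADP-Glo luminescence measures ADP made by human IP6K1 during a 2 h RT reaction with ATP/IP6 (mix at 1.3 mM/130 uM); top library doses 57.5 and 19.1 uM final.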
SNCA viab count: cell viability loss counter-screen; Potency, µM (titrated, usually from 57.1 µM), inactives show at the highest dose activity change, negative = cytotoxicity, usual class: cytotoxic; actives 0.12% (n = 150,000); HEK-293-SNCA-luc viability, GF-AFC fluorescence, 24 h; AID 1671193;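 note: potency is the fitted concentration of half-maximal effect; 0% = DMSO-treated cells and -100% = medium-only wells without cells; nearly all actives have a fitted effect of over 30% in size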
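HEK-293-SNCA-luc cells (1500/well) plated 24 h, then exposed 24 h to a dilution series; GF-AFC added 30 min at 37C, fluorescence 405/540 nm; normalised to medium-only and DMSO wells, Hill fit.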
HEK cytotox: kills HEK 293 cells; AID 1345083; actives 6.6% (n = 94,000); Potency, µM (top dose mostly 115 µM), inactives show at the top dose activity change, negative = cytotoxicity, usual class: inhibitors; HEK 293 viability, ATP luminescence (CellTiter-Glo), 48-72 h; note: potency is the fitted concentration of half-maximal effect; nearly all actives have a fitted effect of over 60% in size
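Viability of HEK 293 cells, plated at 250 cells/well, was judged by cellular ATP after compound treatment for 48 or 72 hr. Luminescence was imaged 10 min after CellTiter-Glo addition at room temperature.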
GPT2 inhibitor: GPT2 alanine aminotransferase inhibition; Recombinant GPT2, coupled pyruvate oxidase/HRP Amplex Red fluorescence; Potency, µM (top dose mostly 57.7 µM), for the others: top-dose activity change, negative = inhibition, hits mostly inhibitors; actives 0.25% (n = 100,000); note: potency is the fitted concentration of half-maximal effect; nearly all actives have a fitted effect of over 60% in size; many of its hits are not listed in these tables
Target sequence (Q8TD30 whole entry, looked up): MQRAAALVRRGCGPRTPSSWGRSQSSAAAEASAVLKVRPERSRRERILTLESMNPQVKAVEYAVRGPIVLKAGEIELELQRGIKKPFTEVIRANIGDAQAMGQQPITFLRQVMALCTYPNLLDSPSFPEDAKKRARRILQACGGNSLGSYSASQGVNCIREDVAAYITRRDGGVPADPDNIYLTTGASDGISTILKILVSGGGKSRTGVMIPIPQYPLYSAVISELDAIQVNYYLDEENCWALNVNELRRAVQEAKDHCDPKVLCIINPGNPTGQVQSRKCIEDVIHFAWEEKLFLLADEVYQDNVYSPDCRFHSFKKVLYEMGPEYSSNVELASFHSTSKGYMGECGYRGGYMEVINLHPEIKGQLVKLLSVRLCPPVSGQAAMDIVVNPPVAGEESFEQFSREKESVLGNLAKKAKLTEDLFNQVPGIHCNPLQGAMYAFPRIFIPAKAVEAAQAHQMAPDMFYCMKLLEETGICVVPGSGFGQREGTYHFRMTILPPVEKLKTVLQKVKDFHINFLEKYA
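Fluorescence read-out: pyruvate from GPT2 turnover coupled to pyruvate oxidase, HRP and Amplex Red (0.2mM ThPP, 0.2U/mL PO and HRP, 50uM Amplex final). Substrates 250uM a-KG, 2mM L-alanine; enzyme 10ng/uL; 30 min RT.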
Active calls of the source: *; i = inactive; ? = inconclusive; . = not tested or not shown; [ ] = dose if it differs, or a comment. Unless noted, calls come from the whole dose curve; as a rule, active = well fitted curve in the direction sought with a large enough effect; inconclusive = small, poorly fitted or top-dose-only effect, or another doubt; inactive = no such curve, though single readings can be large; an effect the other way counts as inactive or inconclusive. Unless noted, % is set by controls: 0 for no effect and ±100 for the full control effect. The list is partial; count on the stated rates, not on these rows.

SMILES | NIH3T3 tox | Luciferase inh | SNCA expr inh | IP6K1 inhibitor | SNCA viab count | HEK cytotox | GPT2 inhibitor
COc1ccc(F)cc1-c1ccc(CN2CCC(NC(=O)Nc3ccc(Cl)cc3)C2)cc1 (stereo not drawn) | 11µM* | . | . | 25 | . | 13µM* | .
O=C(NCc1ccccc1Cl)c1ccc(-n2cnc3cccnc32)cc1 | . | . | 8% | 17 | -5% | . | .
Cc1cc(C(=O)N2CCCn3ccnc3C2c2cnn(C)c2)n[nH]1 (stereo not drawn) | i | 4% | -13% | 7 | -5% | -1% | -11%
NS(=O)(=O)c1ccc(CNC(=O)C[C@H]2NC(=O)c3ccccc3NC2=O)cc1 | i | 7% | -2% | 11 | 0% | 10% | i
O=C(CSc1c2c(nc3ccccc13)CCC2)Nc1ccc(F)cc1 | . | . | -4% | 4 | -8% | . | .
COc1ccc(CN2C(=O)O[C@@H]3CN(c4nc(C)cc(C)n4)C[C@@H]32)cc1OC | 1% | 7% | -3% | 5 | 1% | 2% | i
O=C1CN(Cc2ccc(-c3ccsc3)cc2)CCN1c1cc(Cl)ncn1 | ? | -9% | 13% | 14 | 10% | 35µM* | 0%
COC(=O)c1ccc(NC(=O)CN(C)S(=O)(=O)c2ccc(Br)s2)cc1 | . | . | -28% | -45* | -4% | . | .
CC(C)CC(NS(=O)(=O)c1ccc2c(c1)oc(=O)n2C)C(=O)NCc1ccccc1Cl (stereo not drawn) | . | . | -13% | 26 | 6% | . | .
COc1ccc(CNC(=O)NCC2Cn3cccc3CN2C)cc1 (stereo not drawn) | 1% | . | -6% | -10 | 7% | 1% | i
Cc1ccc(CN2CCN(Cc3ccc(=O)n(C)c3)CC2)cc1 | -8% | 4% | -9% | -14 | -15% | -15% | -15%
O=C1Nc2ccc(-c3ccccc3)cc2C(=O)N2C[C@H](O)C[C@@H]12 | ? | -8%[172 µM] | 7%[87.6 µM] | 11 | 0%[87.6 µM] | -41%[172 µM] | ?
Cc1ccc(Cl)cc1Nc1nn2c(=O)c3ccc(C(=O)NC4CCCCC4)cc3nc2s1 | . | . | 10% | 6 | -5% | . | .
COCC(C)NS(=O)(=O)c1ccc(N2CCCCS2(=O)=O)cc1 (stereo not drawn) | . | . | -10% | 3 | -17% | . | .
CC(C)Oc1ccc2c(NC(=O)c3ncc(F)cc3F)nn(CC(F)(F)F)c2c1 | -21% | -2% | 8% | -1 | -2% | ? | i[11.5 µM]
CCN1CCN(C(=O)c2cn3cc(-c4ccc(C(F)(F)F)cc4)sc3n2)CC1 | -24% | . | 29% | -13 | 5% | -5% | 3%
O=C(CSc1nc2c(c(=O)[nH]1)CCC2)Nc1cccc(O)c1 | . | . | 3% | -9 | 3% | . | .
O=C1[C@H]2CN(Cc3ccc(F)cc3F)C[C@H]2C(=O)N1Cc1ccc2c(c1)OCO2 | -23% | 22% | -21% | 3 | 2% | ? | i
O=C(Cc1ccc(F)cc1)N1CCC(C(=O)N2CCC(c3nc4ccncc4[nH]3)C2)CC1 (stereo not drawn) | -19% | . | 42%[activator] | 10 | 1% | -29% | -6%
COc1ccc(OC(=O)c2nc(SCc3ccc(C)cc3)ncc2Cl)cc1 | . | . | 6% | -28* | 5% | . | .
O=C(Nc1cccc(C(F)(F)F)c1)N[C@H]1[C@H](O)[C@@H](N2CCN(c3ccccc3)CC2)[C@@H]2OC[C@H]1O2 | ? | -14% | ? | 5 | -15% | ? | i
O=C(CCc1nnn2c1CN(C(=O)c1ccc(F)cc1)CC2)NC1CC1 | -17% | 5% | -7% | 16 | -4% | -8% | i
CCC1(N2CCN(C(=O)NCc3cccc(F)c3)CC2)CCN(C(=O)C(C)C)C1 (stereo not drawn) | -10% | -9% | 6% | 4 | -8% | 0% | -6%
Clc1ccc(-c2cnc([C@@H]3COCCN3Cc3ccccc3)[nH]2)cc1 | ? | -12%[172 µM] | ? | -5 | -13%[87.6 µM] | 89µM* | i
COc1ccc(OC)c(NC(=O)Cn2c(N3CCCCC3)nc(C)c(C)c2=O)c1 | -11% | 10% | 14% | 22 | 3% | -21% | -13%
CC(C(=O)N1CCCN(S(=O)(=O)c2ccccc2)CCC(=O)NCC1)c1ccccc1 (stereo not drawn) | -26% | 6% | -26% | 5 | -5% | -14% | -9%
CCS(=O)(=O)N1CCc2cc(C(=O)Nc3ccc(OC)c(Cl)c3)ccc21 | . | . | -4% | 17 | -24% | . | .
O=C(Nc1cccc(F)c1)c1cnc2sc(N3CCCC3)nn2c1=O | . | . | 15% | 23 | -5% | . | .
Cc1noc(C)c1CCC(=O)N[C@@H]1CCOC[C@H]1Oc1ccccn1 | -1% | -8% | -11% | 3 | 5% | i | 2%
CCN(CC)CCNC(=O)C(=O)Nc1c2c(nn1-c1ccc(F)cc1)CSC2 | . | . | -7% | -3 | -14% | . | .
COc1ccccc1C(=O)N1CCC(N2Cc3ccccc3C2=O)CC1 | i | . | 3% | -17 | 2% | i | 2%
CC1(c2ccccc2)N(Cc2ccccc2F)C(=O)OC12CCN(Cc1cccc(O)c1)CC2 (stereo not drawn) | ? | 11% | ? | -6 | -19% | ? | -6%
CCCCC(=O)Nc1nnc(S(=O)(=O)N(CC)c2cc(C)cc(C)c2)s1 | . | . | 0% | -1 | 10% | . | .
COc1ccccc1CNC(=O)C1CCCN(Cc2cccc(-c3ccc(F)cc3F)c2)C1 (stereo not drawn) | ? | . | ? | 18 | -25% | ? | i
CN1CCC(C(=O)N2Cc3ccccc3CC3(CCCN(Cc4cccnc4)C3)C2)CC1 (stereo not drawn) | i | . | -10% | 0 | -8% | -6% | 0%
COc1ccc(-c2noc(-c3nc(C)no3)n2)cc1F | -14% | -16% | 154%[activator] | 0 | -4% | -10% | i
CCC(NC(=O)c1cc(OC)ccc1OC1CCN(C(C)=O)CC1)c1ccc(F)cc1 (stereo not drawn) | 2% | 9% | -1% | -6 | 7% | -2% | 4%
COc1ccccc1-c1cnc2n[nH]c(-c3ccc4c(c3)OCO4)c2n1 | 35µM* | 13%[172 µM] | -20%[87.6 µM] | 15 | 10%[87.6 µM] | 35µM* | ?
COc1ccccc1NC(=O)c1nn(C)c2c1CS(=O)(=O)c1ccccc1-2 | . | . | 55%[activator] | -11 | 14% | . | .
CCOC(=O)c1c(Nc2ccc(F)cc2)nnc(-c2ccccc2)c1-c1ccccc1 | . | . | ? | 8 | -16% | . | .
Cc1cc(CN(C)c2ccc(-c3nc(-c4ccccc4F)no3)cn2)on1 | -21% | ? | 2% | -2 | 0% | -20% | i
O=C1[C@H]2CN(Cc3cccs3)C[C@H]2C(=O)N1Cc1ccc2c(c1)OCO2 | -15% | 13% | 6% | 2 | -20% | -13% | i
CCN(Cc1nc(-c2ccc(OC)c(OC)c2)no1)S(=O)(=O)c1ccc(OC)cc1 | . | . | 5% | 16 | -5% | . | .
CC(=O)NCC(=O)N1CCCC2(CN[S+](=O)([O-])c3cccnc3O2)C1 (stereo not drawn) | 3% | . | -21% | 10 | -2% | i | 4%
Cc1ccc(-c2nccn3cc(C(=O)NCc4nc5ccccc5n4C)nc23)cc1 | ? | -7% | 42%[activator] | 21 | 4% | -37% | -1%
Cc1ccc(-c2ccc(=O)n(Cc3cc(C)ccc3C)n2)cc1 | . | . | ? | -1 | 4% | . | .
O=C(c1ccccc1-n1cccn1)N1CCN(Cc2ccccc2CO)CC1 | -22% | 6% | 1% | -2 | 3% | -16% | 2%
COc1ccc(C(=O)N2CCCC(c3nc(-c4ccccc4)no3)CCNC(=O)CC2)cc1F (stereo not drawn) | ? | ? | 19% | 3 | 0% | ? | -6%
COCc1nnc2n1CCC(NC(=O)c1sc(C)nc1C)CC2 (stereo not drawn) | i | -23% | 46%[activator] | -5 | -1% | i | i
CCn1c(=O)cc(OCC(=O)N2CCN(c3ccc(C(C)=O)cc3)CC2)c2ccccc21 | . | . | 7% | 20 | -7% | . | .
Later entries
SMILES | NIH3T3 tox | Luciferase inh | SNCA expr inh | IP6K1 inhibitor | SNCA viab count | HEK cytotox | GPT2 inhibitor
O=C(Nc1cccc(C(F)(F)F)c1)c1cc2ccc3cccnc3c2[nH]1 | . | . | 6% | -6 | -3% | . | .
O=C(NC1CCCC1)c1noc(-c2ccc[nH]c2=O)n1 | 0% | -17% | -2% | -7 | 5% | 7% | -3%
CNC(=O)C1(N2CCC[C@H]2C(=O)NCCN(C)C)CCCCC1 | 2%[174 µM] | -1%[172 µM] | -26%[87.6 µM] | -10 | 4%[87.6 µM] | -4%[172 µM] | 2%[88.5 µM]
Cc1ccc(C(=O)N2CCN(C(=O)c3nc4cccnc4n(CC(C)C)c3=O)CC2)cc1 | 4% | . | -11% | -1 | -7% | i | 0%
Cc1cccc(CNC(=O)c2cnc3sc(N4CCCCCC4)nn3c2=O)c1 | . | . | 1% | -13 | 1% | . | .
CCCCc1oc2ccccc2c1C(=O)c1cc(I)c(OCCN(CC)CC)c(I)c1 | . | . | 0% | 9 | -17% | . | i
COCCCn1c(SCC(=O)Nc2ccc(F)cc2)nc2c(sc3ccccc32)c1=O | . | . | -5% | 13 | 2% | . | .
COc1ccc(-c2noc([C@@H]3CCCN3C(=O)c3ccccc3Cl)n2)cc1 | -22% | ? | 0% | 0 | -13% | ? | i
CC[C@H]1CN(C(=O)C(C)(C)C)CC[C@H]1CC(=O)N(C)CC#N | i | 1%[172 µM] | -7%[87.6 µM] | -3 | 2%[87.6 µM] | 2%[172 µM] | 1%[88.5 µM]
CC(C)Cc1cn(CC2CCCN(C(=O)NC3CCCCCC3)C2)nn1 (stereo not drawn) | ? | 7% | ? | 10 | -26% | ? | i

Part of the list above in another layout.
The line under a structure holds: NIH3T3 tox, Luciferase inh, SNCA expr inh, IP6K1 inhibitor, SNCA viab count, HEK cytotox, GPT2 inhibitor
Cc1ccc(C(=O)N2CCN(C(=O)c3nc4cccnc4n(CC(C)C)c3=O)CC2)cc1
 : 4%, ., -11%, -1, -7%, i, 0%
CC(C)Cc1cn(CC2CCCN(C(=O)NC3CCCCCC3)C2)nn1 (stereo not drawn)
 : ?, 7%, ?, 10, -26%, ?, i
CC[C@H]1CN(C(=O)C(C)(C)C)CC[C@H]1CC(=O)N(C)CC#N
 : i, 1%[172 µM], -7%[87.6 µM], -3, 2%[87.6 µM], 2%[172 µM], 1%[88.5 µM]
O=C(Nc1cccc(C(F)(F)F)c1)c1cc2ccc3cccnc3c2[nH]1
 : ., ., 6%, -6, -3%, ., .
COc1ccc(-c2noc([C@@H]3CCCN3C(=O)c3ccccc3Cl)n2)cc1
 : -22%, ?, 0%, 0, -13%, ?, i

(more compounds)
SMILES | NIH3T3 tox | Luciferase inh | SNCA expr inh | IP6K1 inhibitor | SNCA viab count | HEK cytotox | GPT2 inhibitor
Oc1c(C(c2ccccc2F)N2CCN(c3ccccc3F)CC2)sc2nc(-c3ccco3)nn12 (stereo not drawn) | . | . | -11% | -5 | -4% | . | .
CCc1ccccc1NC(=O)Cc1ccc(NC(=O)N2CCCCc3ccccc32)cc1 | . | . | ? | 24 | 3% | . | .
CC(C)CCNC(=O)Cn1nc(N2CCN(c3ccccc3)CC2)ccc1=O | . | . | 7% | -5 | -2% | . | .
Cc1ccc(NC(=O)CC2CCCN(c3cnn(CC4CC4)c(=O)c3)C2)c(C)c1 (stereo not drawn) | -11% | 5% | -7% | -5 | 1% | 5% | i
